LYP phosphatase – LYP phosphatase inhibitors, primary screen, biochemical, DiFMUP fluorescence, recombinant catalytic domain, 10 µM (AID 606). recombinant LYP catalytic domain, DiFMUP fluorescence; higher % means a stronger effect. Tyrosine-protein phosphatase non-receptor type 22 (Homo sapiens). 52,000 tested, under 10 active. one-dose inhibition, % at 10 µM; IC50 in µM for titrated hits;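 active means IC50 under 40 µM in the dose-response test; inactive means IC50 of 40 µM or more, or never dose-tested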
HPDE-C7 viability – cytotoxicity in HPDE-C7 cells, cell-based, fluorescence, HTS (AID 430). HPDE-C7 pancreatic duct cells viability, fluorescence; higher % means a stronger effect. one-dose cytotoxicity, % at 10 µM; EC50 in µM for titrated hits. 1.8% of 63,000 active;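 further: cells exposed to compound for 48 hours before viability readout; 0% = vehicle and 100% = reference cytotoxic drug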
HT1080 viability – cytotoxicity in HT1080 fibrosarcoma cells, cell-based, fluorescence readout (AID 620); HT1080 viability, fluorescence; higher % means a stronger effect; one-dose cytotoxicity, % at 10 µM; EC50 in µM for titrated hits; 0.42% of 87,000 active;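 further: cells exposed to compound overnight then 4 h with Alamar Blue; 0% = vehicle DMSO and 100% = killing control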
MK inhibit – S. pneumoniae MK inhibitors, primary screen, biochemical, PK/LDH-coupled NADH absorbance; purified MK, PK/LDH-coupled NADH absorbance 340 nm; inhibition, % at 10 µM; 0.48% of 65,000 active;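 active means ranked among the strongest by inhibition in the single 10 µM screen, a fixed top-ranked set picked for dose follow-up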; further: no value below 0 was filed
Spn PMK inh – S. pneumoniae PMK inhibitors, primary screen, biochemical, mevalonate pathway, pilot trial included. 0.49% of 65,000 active. AID 539, 2006. inhibition, % at 10 µM. phosphomevalonate kinase (Streptococcus pneumoniae D39). purified PMK, PK/LDH-coupled NADH absorbance 340 nm;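 active means top-ranked compounds by inhibition in the single 10 µM screen, taking a fixed number of the strongest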;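 further: 0% = full reaction with DMSO carrier and 100% = background rate without enzyme reaction; no value below 0 was filed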
TNAP inhibition – human TNAP enzyme inhibitors, biochemical, luminescent (AID 518) | Alkaline phosphatase, tissue-nonspecific isozyme (Homo sapiens) | purified TNAP enzyme, luminescent substrate readout; higher % means a stronger effect | inhibition, % at 20 µM, or IC50 in µM where a hit was titrated | 0.09% of 64,000 active; in the data active means a potency from the dose series; inactive means the rest, 99 in 100 with inhibition below about 22%;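 further: plate controls were vehicle for no effect and reference inhibitor for full effect; many of its hits are not listed in these tables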
Bfl-1 inhibitors – Bfl-1 inhibitors, primary screen, biochemical, fluorescence polarization, FITC-Bid, mouse (AID 432) | Bcl-2-related protein A1 (Mus musculus) | FITC-Bid BH3 peptide fluorescence polarization displacement; higher % means a stronger effect | displacement, % at 20 µM; hits with a dose series show IC50 in µM | 0.02% of 64,000 active; in the data active means a potency from the dose series; inactive means the rest, 99 in 100 with displacement below about 15%; further: strong numbers were not always called active
HPDE-C7K KRASV12 – cytotoxicity in KRAS-transformed pancreatic duct cells, primary screen, cell-based, fluorescence, HTS (AID 431). 1.7% of 63,000 active. one-dose cytotoxicity, % at 10 µM; EC50 in µM for titrated hits. HPDE-C7K KRASV12 cells, Alamar Blue viability, 48 h; higher % means a stronger effect;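 active means compounds whose percent cytotoxicity in the single-dose primary screen, scaled between solvent and toxic-drug controls, exceeds 50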;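 further: 0% = DMSO solvent wells and 100% = doxorubicin-treated wells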
Spn DPM-DC inh – S. pneumoniae DPM-DC inhibitors, primary screen, biochemical, PK/LDH-coupled NADH fluorescence. diphosphomevalonate decarboxylase (Streptococcus pneumoniae D39). purified DPM-DC. calls only at 10 µM. 0.49% of 65,000 active. AID 556, 2006;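 active means the 320 compounds with the highest percent inhibition in the single-dose primary screen, excluding strongly autofluorescent ones, cut at about 32% in these data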;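 further: kinetic rate of NADH fluorescence loss reporting ADP formed by the decarboxylase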
Spn PMK inh pilot replicates – recorded beside Spn PMK inh, whose call it bears; inhibition, %; measured here: pilot screen replicates
MK inhibit pilot replicates – second read-out of MK inhibit, no call of its own (marks repeat the call); inhibition, %; measured here: pilot screen replicates
Spn DPM-DC inh pilot screen % – second read-out of Spn DPM-DC inh, no call of its own (marks repeat the call); inhibition, %; measured here: pilot screen trials
An asterisk follows results filed as active; i = inactive; . = not tested or not shown. Unless noted, no stated cut-off is given here; in the data, active means cytotoxicity above about 50%; inactive means the rest.

SMILES	LYP phosphatase	HPDE-C7 viability	HT1080 viability	MK inhibit	Spn PMK inh	TNAP inhibition	Bfl-1 inhibitors	HPDE-C7K KRASV12	Spn DPM-DC inh	others
O=C(Nc1ccc(Br)cc1Cl)c1cnccn1	.	2%	2%	8	0	4%	1%	-2%	i
Clc1ccc2nc(N3CCN(c4ccccc4)CC3)sc2c1	4%	12%	4%	7	8	15%	-9%	11%	i
Cc1cccc(NC(=O)CN(C)S(=O)(=O)c2cccc3cccnc23)c1	-2%	28%	18%	13	4	10%	7%	-12%	i
O=c1cc(CSc2nnc(COc3ccc(Cl)cc3)o2)c2ccccc2[nH]1	3%	-1%	0%	10	13	12%	2%	-1%	i	Spn PMK inh pilot replicates=3.0;MK inhibit pilot replicates=4.0;Spn DPM-DC inh pilot screen %=2.5
O=C(NCc1ccccn1)c1coc(=O)c(Br)c1	-3%	52%*	-12%	11	7	-5%	-1%	29%	.
CCCc1cc(=O)n2[nH]c(-c3ccc(Br)cc3)cc2n1	.	-14%	6%	0	11	3%	0%	2%	i	Spn PMK inh pilot replicates=0.0;MK inhibit pilot replicates=1.5;Spn DPM-DC inh pilot screen %=0.0
Cc1noc(/C=C/N(C)C)c1S(=O)(=O)N1CCN(c2ccccc2)CC1	11%	-3%	-2%	2	6	5%	4%	6%	i
CCC(=O)N1CCc2cc(S(=O)(=O)NCCC(=O)N3CCN(Cc4ccccc4)CC3)ccc21	0%	-12%	-1%	5	14	8%	4%	-8%	i
Cc1cccc(Cn2c(C(C)O)nc3ccccc32)c1 (stereo not given)	13%	.	-2%	6	5	.	.	.	i
CCCN1C2=NCCN2c2cc(C)c(C)cc21	0%	11%	3%	2	7	4%	-2%	12%	i
O=C(Nc1cc(=O)c2ccccc2o1)N1CCOCC1	25%	11%	-3%	10	4	6%	-4%	-9%	i
Cc1nc(NCc2ccco2)c2c3c(sc2n1)CCC3	9%	56%*	6%	4	1	8%	0%	52%*	i
O=C(C1CC(=O)N(C2CCCC2)C1)N1CCC(Cc2ccccc2)CC1 (stereo not given)	3%	3%	5%	0	10	2%	1%	6%	i
C=CCNC(=O)C1CC=CCC1C(=O)O (stereo not given)	.	6%	.	11	0	-2%	-7%	2%	i
O=C(O)C1C2C=CC(C2)C1C(=O)NCc1ccoc1 (stereo not given)	9%	-8%	12%	6	19	8%	-7%	-4%	i
CCN(CC)c1ccc(NC(=O)c2ccc(NC(=O)C3CCCO3)cc2)c(C)c1 (stereo not given)	15%	-1%	18%	4	0	5%	14%	-1%	i
CCOC(=O)c1c(C)[nH]c2ccc(O)cc12	1%	15%	-2%	5	0	8%	-1%	15%	i
O=C(Nc1ccccc1N1CCOCC1)c1ccc2ccccc2n1	.	-56%	-1%	6	6	11%	12%	-28%	i	Spn PMK inh pilot replicates=4.0;MK inhibit pilot replicates=0.0;Spn DPM-DC inh pilot screen %=3.5
O=C(c1ccco1)N1CCN(S(=O)(=O)c2cccs2)CC1	14%	-12%	8%	9	7	5%	3%	1%	i
Cc1ccc(OCC(=O)Nc2ccc(-c3nnc(-c4ccco4)o3)cc2)cc1	20%	-5%	-3%	5	14	19%	5%	0%	i
Fc1ccc(-c2nnc3ccc(N4CCc5ccccc5C4)nn23)cc1	-5%	0%	-12%	7	10	1%	3%	29%	i
CCOC(=O)c1cc2c(=O)n3ccccc3nc2n(CCCOC)c1=NC(=O)c1cccnc1	10%	-2%	-1%	8	0	-5%	6%	-4%	i
COc1ccc(-c2csc3nc(C)n(-n4cccc4)c(=O)c23)cc1	6%	-11%	1%	4	15	8%	-3%	-3%	i
C=CCn1c(Cc2csc(N)n2)nnc1SCc1ccc(C(=O)OC)cc1	13%	-8%	4%	3	6	-1%	-1%	-10%	i
Cc1c(NC(=O)c2coc(=O)c(Br)c2)c(=O)n(-c2ccccc2)n1C	-27%	7.2µM*	15µM*	5	1	15%	1%	7.2µM*	i	Spn PMK inh pilot replicates=7.5;MK inhibit pilot replicates=0.0;Spn DPM-DC inh pilot screen %=25
COc1ccc(NS(=O)(=O)c2cc(C)ccc2OC)cc1OC	10%	10%	1%	3	5	19%	-4%	-4%	i
Cn1c(=O)c2c(nc(Br)n2CCCc2ccccc2)n(C)c1=O	10%	-3%	2%	10	12	11%	-4%	13%	i
O=C(NC1CCCC1)C1CCCN1C(=O)Nc1ccc(Cl)cc1 (stereo not given)	.	10%	-5%	7	0	-8%	12%	1%	i
Cc1oc(C(=O)O)cc1COc1ccccc1Cl	18%	-18%	-11%	7	6	4%	-2%	-23%	i
CCCCCOC(=O)C1[C@H]2C(=O)N(Cc3cccs3)C[C@]23C=C[C@H]1O3 (stereo not given in full)	8%	1%	2%	13	14	11%	-8%	-10%	i
COc1ccc(N2C(=O)CN=C2Nc2nc(C)cc(C)n2)cc1	16%	13%	-18%	8	3	3%	-7%	20%	i
O=C(NCCc1ccc(Cl)cc1)c1ncn[nH]1	.	5%	-9%	8	23	8%	3%	3%	i
COc1ccc(OC)c(CNC(=O)C2CCN(S(=O)(=O)N3CCCC3)CC2)c1	-2%	-7%	0%	7	22	5%	8%	-7%	i
O=C(O)CCNC(=O)c1ccccc1	8%	-14%	18%	5	2	4%	6%	-13%	i	Spn PMK inh pilot replicates=0.0;MK inhibit pilot replicates=0.0;Spn DPM-DC inh pilot screen %=0.0
O=C1NC(=O)C2(CCC(C(=O)O)C2)N1 (stereo not given)	.	1%	6%	8	6	0%	0%	-3%	i	Spn PMK inh pilot replicates=0.5;MK inhibit pilot replicates=0.0;Spn DPM-DC inh pilot screen %=0.0
CC(=O)Nc1ccc(OCC(O)CN2CCN(Cc3ccccc3)CC2)cc1 (stereo not given)	1%	-18%	4%	2	2	6%	-3%	-40%	i
O=C(NC1(C(F)(F)F)NC(=O)N(Cc2cccnc2)C1=O)c1cccs1 (stereo not given)	-6%	-2%	-5%	5	3	-4%	-11%	0%	i
COc1ccc2nc(SCC(=O)Nc3ccc4c(c3)OCCO4)[nH]c2c1	-5%	14%	11%	2	13	10%	3%	4%	i
Cc1ccc(-c2cc(C(=O)N3CCCC3)no2)cc1	4%	6%	0%	3	0	16%	-4%	8%	i	Spn PMK inh pilot replicates=3.0;MK inhibit pilot replicates=3.0;Spn DPM-DC inh pilot screen %=1.0
Cc1cc(C(C)(C)C)cc(S(=O)(=O)NCC(=O)O)c1C	8%	-2%	-4%	4	1	-2%	7%	-5%	i

3 structures from above, ordered by SMILES length, low to high.
SMILES	LYP phosphatase	HPDE-C7 viability	HT1080 viability	MK inhibit	Spn PMK inh	TNAP inhibition	Bfl-1 inhibitors	HPDE-C7K KRASV12	Spn DPM-DC inh	others
O=C(NCCc1ccc(Cl)cc1)c1ncn[nH]1	.	5%	-9%	8	23	8%	3%	3%	i
COc1ccc(N2C(=O)CN=C2Nc2nc(C)cc(C)n2)cc1	16%	13%	-18%	8	3	3%	-7%	20%	i
COc1ccc(OC)c(CNC(=O)C2CCN(S(=O)(=O)N3CCCC3)CC2)c1	-2%	-7%	0%	7	22	5%	8%	-7%	i

The list continues.
SMILES	LYP phosphatase	HPDE-C7 viability	HT1080 viability	MK inhibit	Spn PMK inh	TNAP inhibition	Bfl-1 inhibitors	HPDE-C7K KRASV12	Spn DPM-DC inh	others
CCn1c2ccccc2c2nnc(SCc3ccccc3)nc21	10%	0%	-1%	25	5	12%	-6%	3%	i
CCN1CCN(C(=O)c2cc3c(=O)n(C)c4ccccc4c3n2C)CC1	15%	8%	-1%	7	10	14%	-6%	0%	i	Spn PMK inh pilot replicates=0.5;MK inhibit pilot replicates=0.0;Spn DPM-DC inh pilot screen %=2.0
CCCCc1c(C)nn(-c2nnc3c4ccccc4n(C)c3n2)c1C	9%	18%	-7%	2	0	14%	-2%	22%	i
COc1ccc(-c2cc(C(=O)Nc3c(C)nn(Cc4ccccc4Cl)c3C)no2)cc1	3%	-11%	.	0	17	8%	-18%	-1%	i
CCN(CC)C(NC(=O)c1ccccc1)C(=O)c1ccccc1 (stereo not given)	.	15%	-12%	7	5	11%	-16%	5%	i
CC1CCN(S(=O)(=O)c2ccc(S(=O)(=O)NCC3COCCO3)cc2)CC1 (stereo not given)	.	-5%	4%	5	14	16%	-4%	1%	i
CCOC(=O)N1CCN(C(=O)COc2ccccc2OC)CC1	1%	2%	-1%	8	0	3%	-3%	4%	i
CCOc1ccc(NC(=O)C2CC=CCC2C(=O)O)cc1 (stereo not given)	1%	4%	-4%	11	1	4%	-2%	6%	i
CCOC(=O)c1[nH]c(CSc2nnc(-c3ccc(OC)cc3)o2)c(C(=O)OCC)c1C	.	20%	4%	8	0	9%	-16%	27%	i	Spn PMK inh pilot replicates=0.0;MK inhibit pilot replicates=0.0;Spn DPM-DC inh pilot screen %=1.0
O=c1c2cc(N3CCOCC3)ccc2[nH]c(=S)n1CCCN1CCCC1	7%	-36%	4%	8	12	16%	9%	14%	i	Spn PMK inh pilot replicates=4.0;MK inhibit pilot replicates=0.0;Spn DPM-DC inh pilot screen %=12
CCOC(=O)N1CCN(C(=O)c2cc3c(ccc4ccccc43)oc2=O)CC1	.	32%	-1%	13	5	7%	0%	25%	.
CCOc1ccc(-c2nnc3ccc(SCC(=O)NCc4ccco4)nn23)cc1	3%	-8%	-7%	11	13	9%	6%	-10%	i
CCC(C)(C)NC(=O)C(c1ccc(F)cc1)N(Cc1ccco1)C(=O)c1cnccn1 (stereo not given)	-6%	-2%	-16%	7	12	7%	-3%	-1%	i
CCOC(=O)N1CCN(C/C(C)=C/c2ccccc2)CC1	3%	-6%	-6%	32	6	4%	-1%	-10%	i
CCOCCCNC(=O)c1ccc(OC)cc1	12%	6%	-2%	2	1	8%	-4%	-6%	i
CCc1c(C)[nH]n(CCC#N)c1=O	.	-6%	1%	10	0	16%	2%	-12%	i
Cc1ccc(N2CC(C(=O)NC3=NCCS3)CC2=O)cc1C (stereo not given)	1%	-1%	3%	0	3	4%	-9%	0%	i
O=C(O)CCC(=O)N1CCc2cc(S(=O)(=O)N3CCC(Cc4ccccc4)CC3)ccc21	6%	-19%	-6%	2	0	1%	-3%	-11%	i
Nc1nnnn1/N=C/c1ccco1	.	3%	6%	3	2	5%	-4%	-3%	i
O=C1CSC(c2ccco2)N1 (stereo not given)	17%	-13%	16%	2	0	3%	2%	-1%	i
O=C(NC1CC1)c1ccc(S(=O)(=O)NCC2CCCCC2)cc1	0%	4%	5%	2	0	10%	-4%	4%	i	Spn PMK inh pilot replicates=2.5;MK inhibit pilot replicates=0.5;Spn DPM-DC inh pilot screen %=1.5
Cc1cccc(-n2c(=O)[nH]c3c(C(N)=O)nc(C(C)C)nc32)c1	0%	.	-5%	0	10	.	.	.	.

An unsorted share of the library. About 3.3% of those tested had a hit in this group.
